rTrxR1 inhibitor = qHTS Assay for Inhibitors of Mammalian Selenoprotein Thioredoxin Reductase 1 (TrxR1): qHTS. Thioredoxin reductase 1, cytoplasmic (Rattus norvegicus), O89049. recombinant rTrxR1, NADPH fluorescence consumption, selenite substrate. Potency, µM (titrated, usually from 114 µM), without a hit: at the top dose activity change, negative = inhibition, most hits filed as inhibitors. hit rate 1% among 390,000; also: potency is read from the fitted curve at half-maximal effect; % is scaled to controls: 0 for no effect and ±100 for the full control effect; nearly all actives have a fitted effect of over 65% in size
Target sequence (O89049 whole entry, looked up): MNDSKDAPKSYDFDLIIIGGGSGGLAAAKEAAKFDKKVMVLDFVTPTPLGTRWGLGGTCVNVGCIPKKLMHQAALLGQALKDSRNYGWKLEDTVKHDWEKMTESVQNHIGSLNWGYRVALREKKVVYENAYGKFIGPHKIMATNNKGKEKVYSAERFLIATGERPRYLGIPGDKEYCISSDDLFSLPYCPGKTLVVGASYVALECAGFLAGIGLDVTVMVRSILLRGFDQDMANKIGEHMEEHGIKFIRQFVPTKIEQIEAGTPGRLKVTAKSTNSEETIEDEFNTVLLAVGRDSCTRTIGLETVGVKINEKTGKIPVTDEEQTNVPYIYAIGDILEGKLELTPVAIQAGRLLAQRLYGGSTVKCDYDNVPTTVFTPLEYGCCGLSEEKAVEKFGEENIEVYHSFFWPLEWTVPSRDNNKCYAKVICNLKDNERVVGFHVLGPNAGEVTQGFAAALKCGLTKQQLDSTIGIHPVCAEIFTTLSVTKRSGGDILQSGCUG
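Rat TrxR1 (90 nM in the dispensed reagent) was pre-reduced with 400 uM NADPH for 5 min at room temperature, then incubated with compound for 15 min. After 400 uM selenite was added, NADPH fluorescence (Ex 340/Em 450 nm) was followed for 8 min.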
TrxR1 substrate = qHTS Assay for Substrates of Mammalian Selenoprotein Thioredoxin Reductase 1 (TrxR1): qHTS. Thioredoxin reductase 1, cytoplasmic (Rattus norvegicus), O89049. purified TrxR1 substrate turnover, NADPH consumption readout. Potency, µM (highest dose often 114 µM), without a hit: at the top dose activity change, negative = substrate turnover. hit rate 0.01% among 390,000. AID 588456, 2011; also: potency is read from the fitted curve at half-maximal effect; % is scaled to controls: 0 for no effect and ±100 for the full control effect; nearly all actives have a fitted effect of over 50% in size
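Rat TrxR1, dispensed at 90 nM, was prereduced with 400 uM NADPH (final) for 5 min at ~22 deg C, then incubated with compound 15 min before 400 uM selenite. A first-read NADPH fluorescence drop versus no-compound background flagged substrates.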
D2 antag = HTS Assay for Allosteric Antagonists of the Human D2 Dopamine Receptor: Primary Screen for Antagonists. hit rate 2% among 340,000. D(2) dopamine receptor (Homo sapiens), P14416. HEK293 TREx D2 cells, calcium flux, dopamine EC80. inhibition, % at 10 µM; in the data active = inhibition above about 30%; also: 0% is about no effect
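Read-out: kinetic calcium fluorescence (1 cycle/s) in inducible HEK293 T-REx D2 cells after an EC80 dopamine addition that followed 180 s compound preincubation. Loss of the dopamine response indicates antagonism.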
PI4K2A block = qHTS for small molecular inhibitors of PI4K2A. AID 1346378, 2018. Phosphatidylinositol 4-kinase type 2-alpha (Homo sapiens), Q9BTU6. purified PI4K2A, ADP-Glo luminescence, 1 h; hits give low values. activity change, negative = inhibition, % at 76.9 µM. hit rate 0.13% among 420,000; in the data active = activity change below about -50%; inconclusive = mostly about -30% to -49%;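 also: -100% = wells without enzyme as full effect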
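PI4K2A activity was measured by ADP-Glo luminescence: enzyme (4 ug/mL stock) and phosphatidylinositol (1.2 mM stock) in Tris pH 7.5/MgCl2/EGTA/Triton X-100 buffer were reacted with ATP (300 microM stock) for one hour at ambient temperature.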
IDH1 R132H inh = qHTS for Inhibitors of mutant isocitrate dehydrogenase 1 (IDH1): qHTS. AID 602179, 2012. Potency, µM (highest dose often 76.6 µM), inactives show at the highest dose activity change, negative = inhibition, most hits filed as inhibitors. hit rate 0.093% among 390,000. IDH1-R132H enzyme, NADPH consumption, diaphorase/resazurin fluorescence. Isocitrate dehydrogenase [NADP] cytoplasmic (Homo sapiens), O75874; also: potency is read from the fitted curve at half-maximal effect; % is scaled to controls: 0 for no effect and ±100 for the full control effect; nearly all actives have a fitted effect of over 65% in size
Target sequence (O75874 whole entry R132H, stated change not applied): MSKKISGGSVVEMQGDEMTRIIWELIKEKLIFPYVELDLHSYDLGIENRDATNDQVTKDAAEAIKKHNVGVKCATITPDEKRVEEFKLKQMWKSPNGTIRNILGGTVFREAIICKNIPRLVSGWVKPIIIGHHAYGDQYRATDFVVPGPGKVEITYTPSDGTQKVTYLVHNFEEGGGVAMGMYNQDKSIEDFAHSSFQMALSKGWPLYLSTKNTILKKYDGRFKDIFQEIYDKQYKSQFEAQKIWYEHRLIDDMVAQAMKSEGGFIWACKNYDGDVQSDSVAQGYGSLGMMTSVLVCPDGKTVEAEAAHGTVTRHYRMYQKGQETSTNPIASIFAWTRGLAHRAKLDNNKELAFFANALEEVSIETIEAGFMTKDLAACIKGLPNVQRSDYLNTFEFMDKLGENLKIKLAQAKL
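IDH1-R132H (0.5 ug/mL dispensed) in pH 7.5 Tris buffer was preincubated 30 min with compound, then given a substrate mix of 0.016 mM NADPH and 2 mM alpha-KG for 80 min at room temperature; remaining NADPH was read by diaphorase/resazurin fluorescence.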
D2 ag = HTS Assay for Allosteric Agonists of the Human D2 Dopamine Receptor: Primary Screen for Agonists | D(2) dopamine receptor (Homo sapiens), P14416 | HEK293 T-REx D2 cells, calcium flux agonist mode | activation, % at 2 µM | hit rate 0.53% among 340,000 | AID 485358, 2010;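 active = activation over 3 SD above normal in the single-dose calcium agonist read, cut at about 30% in these data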; also: 0% is about no effect
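Tetracycline-induced HEK293 Trex cells with D2 receptor force-coupled to calcium signaling, plated overnight at 30 C and loaded with no-wash calcium dye. Calcium flux read kinetically for 180 s after compound addition; responses flag agonists.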
TRHR ag = qHTS for Small Molecule Agonists and Allosteric Enhancers of Human TRH Receptor: Primary Screen for Agonists | AID 493084, 2011 | activation, % at 2 µM | hit rate 0.18% among 360,000 | TRHR cells, calcium flux fluo-8, FDSS agonist mode | Thyrotropin-releasing hormone receptor (Homo sapiens), P34981; in the data active = activation above about 30%; also: 0% is about no effect
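In this calcium-flux screen, cells bearing human TRHR are dye-loaded with fluo-8, baselined for 10 cycles, then exposed to library compounds; positive kinetic calcium responses during the agonist phase mark hits, with TRH as control.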
USP1 inh = Inhibitors of USP1/UAF1: Primary Screen; Ubiquitin carboxyl-terminal hydrolase 1 (Homo sapiens), O94782; recombinant USP1/UAF1, Ub-Rhodamine cleavage fluorescence; Potency, µM (titrated, usually from 57.1 µM), without a hit: at the top dose activity change, negative = inhibition, usual class: inhibitors; hit rate 0.23% among 390,000; also: potency is read from the fitted curve at half-maximal effect; % is scaled to controls: 0 for no effect and ±100 for the full control effect; nearly all actives have a fitted effect of over 60% in size; inactives centre near -12
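Step one: compound is pinned into 1nM USP1/UAF1 in HEPES pH 7.8 buffer with TCEP. Step two: 15 min room-temperature incubation. Step three: Ub-Rho (150nM final) starts cleavage, tracked by fluorescence over six one-minute reads.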
TRHR enhancer = qHTS for Small Molecule Agonists and Allosteric Enhancers of Human TRH Receptor: Primary Screen for Enhancers; Thyrotropin-releasing hormone receptor (Homo sapiens), P34981; enhancement, % at 2 µM; TRHR cells, fluo-8 calcium fluorescence, EC20 TRH enhancement; hit rate 0.66% among 360,000; AID 493056, 2011; in the data active = enhancement above about 30%; also: 0% is about no effect
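Enhancer read-out: after compound pinning and an initial kinetic agonist-mode read, an EC20 of TRH (10 nM final) was injected and fluo-8 calcium signal (Ex 480/Em 530) followed at 1 s/cycle for 100 cycles in TRHR-expressing cells.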
An asterisk follows results filed as active; ? = inconclusive; . = no result given; & = joins results of further samples; [ ] = remark or other dose. Unless noted, calls follow the shape of the dose curve; as a rule, active = well fitted inhibition curve with a large enough effect; inconclusive = small, poorly fitted or top-dose-only effect; inactive = no such curve, though single readings can be large or run the other way. Rows are unselected; about 3.9% have a hit in one of these screens.

SMILES | rTrxR1 inhibitor | TrxR1 substrate | D2 antag | PI4K2A block | IDH1 R132H inh | D2 ag | TRHR ag | USP1 inh | TRHR enhancer
O=C(CNC(=O)c1ccccc1F)OCc1cc(=O)n2nc(C3CCCCC3)sc2n1 | 18%[57.1 µM] | 5%[57.1 µM] | . | 1 | 0% | -1.2 | -0.2 | -22% | 0
CCC(=O)N(CCC(c1ccccc1)c1ccco1)Cc1cccs1 (centres undefined) | -40%[57.1 µM] | 9%[11.4 µM] | -9 | 5 | 4% | -0.4 | 0.9 | -20% | -4
CS(=O)(=O)N1CCc2nc(-c3ccccc3)sc2C1 | 1%[57.1 µM] | 9%[57.1 µM] | -7 | 4 | 13% | 0.2 | 0.2 | -7% | 0
COc1ccc(-c2nc3ccccc3n2CCC(C)C)cc1OC | 6%[57.1 µM] | -4%[57.1 µM] | -17 | -6 | 7% | 0.7 | -0.5 | -18% | -5
Cc1ccc(NC(=S)Nc2cc(-c3ccccc3)[nH]n2)cc1Cl | -36% | -5%[57.1 µM] | -11 | -1 | 1% | 0.6 | -1.0 | -24% | 2
CC1(C)CC(=O)C(C(C2=C(O)CC(C)(C)CC2=O)c2cccnc2)C(=O)C1 (centres undefined) | -58% | 7%[57.1 µM] | -3 | -1 | 1% | 0.6 | -0.2 | -2% | 8
Cc1cc(C(=O)OCC(=O)Nc2ccccc2Br)c(C)o1 | 21%[2.29 µM] | 6%[2.29 µM] | . | 4 | 1% | . | . | -1% | .
c1ccc2c(c1)Nc1ccncc1S2 | -20%[57.1 µM] | 1%[57.1 µM] | 3 | -2 | -3% | -2.5 | -0.3 | -3% | 14
COc1ccc(OC)c(S(=O)(=O)N2CCC(C(=O)N3CCN(Cc4ccccc4)CC3)CC2)c1 | -7% | -4% | 24 | -7 | 1% | 11 | -0.3 | 10% | 3
Cc1cc(C)cc(NC(=O)N2CCC(C(N)=O)(N3CCCCC3)CC2)c1 | -17% | -12% | . | 0 | -6% | -0.3 | 0.7 | 4% | 12
CC(C(=O)OCc1nnc(-c2ccccc2)o1)N1C(=O)C2CCCCC2C1=O (centres undefined) | 18% | 0% | -6 | 1 | 1% | -1.1 | 0.2 | -15% | 6
CCN(CC(=O)Nc1c(F)cccc1F)C(=O)COc1cccc2c1OC(C)(C)C2 | 7%[57.1 µM] | 2%[57.1 µM] | -12 | -5 | -2% | 0.8 | -0.1 | -2% | 2
COc1cccc(NC(=O)CN(C)C(=O)CSCc2nc3scc(-c4cccs4)c3c(=O)[nH]2)c1 | 19% | 9% | 7 | -4 | -1% | 0.6 | -1.2 | -24% | -2
COc1ccc(Nc2nccc(-c3ccc([N+](=O)[O-])cc3)n2)cc1 | 18% | 5% | -6 | 0 | -10% | 1.1 | 0.6 | -7% | -1
CCC(C)(C(=O)NC1CCCC1)N(C(=O)Cc1cccs1)c1c(C)n(C)n(-c2ccccc2)c1=O (centres undefined) | 32%[57.1 µM] | -13%[57.1 µM] | 10 | 0 | 7% | 0.1 | -0.2 | -8% | -4
CC(=O)Nc1c(O)c2ccccc2[nH]c1=O | 29%[57.1 µM] | -1%[57.1 µM] | -6 | 5 | -2% | 0.6 | 2.1 | -9% | 3
CCCC(=O)Nc1cc(C(=O)O)ccc1S(=O)(=O)c1ccc(Cl)cc1 | -11%[57.1 µM] | 0%[57.1 µM] | -6 | -2 | 3% | -1.3 | 0.9 | -14% | 1
O=C(COC(=O)/C=C/c1ccc(S(=O)(=O)N2CCOCC2)cc1)Nc1ccccc1F | 4% | -4% | . | 1 | 3% | . | . | -8% | .
COCCCNC(=O)c1ccc(CS(=O)(=O)c2cccc(C(F)(F)F)c2)o1 | ? | 0% | -15 | 1 | 1% | 0.1 | 0.5 | -12% | 0
CCc1ccc(NC(=O)Cn2nnc(-c3ccc(C)cc3-n3cnnn3)n2)cc1 | 15% | -1% | -3 | -4 | -3% | 0.0 | -0.1 | 2% | 0
CC1=C(C)C(=O)N(C(C)CCc2ccccc2)C1=O (centres undefined) | 25% | 5% | -8 | 2 | 1% | 0.3 | 0.2 | -21% | -4
Cc1cccn2c(=O)c(C=O)c(Sc3ncccn3)nc12 | -73% | 13%[57.1 µM] | 3 | 5 | 6% | 0.5 | 0.0 | -11% | -7
Fc1ccccc1Nc1nc(Cl)nc(Cl)n1 | 12%[57.1 µM] | 4%[57.1 µM] | -8 | -2 | 3% | 0.1 | 0.0 | -7% | -3
O=C(Nc1ccc(S(=O)(=O)Nc2ccccn2)cc1)c1ccccc1 | 12% | 8% | -7 | 4 | -4% | -0.4 | 8.5 | -9% | -6
Cc1cc(C)cc(C(=O)NC(CC(N)=O)c2ccc(N3CCC(Cc4ccccc4)CC3)c([N+](=O)[O-])c2)c1 (centres undefined) | 15%[57.1 µM] | -6%[57.1 µM] | 3 | 2 | 3% | -0.1 | -0.1 | -30% | 7
Next part:
SMILES | rTrxR1 inhibitor | TrxR1 substrate | D2 antag | PI4K2A block | IDH1 R132H inh | D2 ag | TRHR ag | USP1 inh | TRHR enhancer
O=C(c1ccc2nsnc2c1)N1CCN(c2ccc([N+](=O)[O-])cc2)CC1 | 15% | -9% | 9 | 5 | 8% | -1.6 | -0.3 | 1% | -6
O=[N+]([O-])c1cc(C(F)(F)F)ccc1NCCc1ccccn1 | 7% | -8% | . | -3 | -2% | . | . | 4% | .
CN(CCC#N)C(=O)COC(=O)C1c2ccccc2Oc2ccccc21 | -15% | -5% | -6 | -5 | 0% | 3.3 | -0.1 | -19% | -2
O=C1C(Cl)=C(N2CCC(C(=O)O)CC2)C(=O)c2ccccc21 | 1.1µM* | -1% | -3 | -15 | 18% | -0.8 | 0.2 | 25µM* | -1
COc1ccc(NS(=O)(=O)c2ccc(Cl)c(N)c2)cc1Br | 7%[57.1 µM] | 1%[57.1 µM] | . | 3 | -6% | . | 5.7 | -14% | 11
CC(=O)OC(C(=O)Nc1nccs1)c1ccccc1 (centres undefined) | 8%[57.1 µM] | -6%[57.1 µM] | -3 | 0 | 0% | -0.2 | -0.4 | -13% | 8
COc1ccc(/C=N/NC(=O)CNc2ccc(Br)cc2)c(C(=O)O)c1OC | -5% | -8% | -2 | 0 | -9% | -0.2 | -0.3 | -14% | -1
CC1=C[C@@H](C)[C@@H](c2ccccc2)OC1=O | 5%&20% | 1%&6% | . | 1 | 0%[38.3 µM] | . | . | -5% | .
COc1cc(N)c(Cl)cc1C(=O)OCC(=O)N1CCc2ccccc21 | 6% | -7% | -3 | 9 | 2% | 1.5 | 8.7 | -16% | -5
Cc1ccnc(N2C(=O)OC(C)(C)C2(C)O)c1 (centres undefined) | -4% | 3%[57.1 µM] | 13 | -9 | 8% | 0.4 | 1.6 | 2% | 6
Cc1ccc(S(=O)(=O)N(Cc2ccccc2Cl)C(=O)N2CCN(C)CC2)cc1 | 11% | -3% | 3 | -3 | -1% | -0.1 | 0.7 | -4% | -2
CC(=O)Nc1ccc(NC2=CC(=O)CC(C)(C)C2)cc1 | 6%[57.1 µM] | 1%[57.1 µM] | -20 | 3 | 6% | 1.4 | 1.4 | 6% | -2
CC(C)CNc1nc(SCC(=O)Nc2ccccc2)nc(N2CCOCC2)n1 | 7%[57.1 µM] | -17%[57.1 µM] | 0 | 0 | 4% | 0.4 | -1.1 | -9% | 1
COc1ccc(OC)c(NC(=O)Cc2cccs2)c1 | 0%[57.1 µM] | -5% | -10 | 0 | 5% | 0.0 | 0.1 | -3% | 1
COc1ccc(CNc2nc(-c3ccco3)nn2C(=O)CC(C)C)cc1 | 7% | -7% | . | 2 | -1% | -1.2 | -1.1 | ? | 5
CCCn1c2ccccc2c2cnn(CC(=O)OC)c(=O)c21 | -8% | 9%[57.1 µM] | -9 | -1 | 1% | 41* | -1.0 | -7% | 2
CSCCC(NC(=O)COc1ccccc1)C(=O)N1CCCCC1 (centres undefined) | 2% | -8% | -6 | 0 | 11% | -0.2 | -0.2 | 3% | 0
CCOc1ccc(N(CCCCO)C(=S)NC(=O)c2ccc(C)c(Br)c2)cc1 | -13% | 4% | 4 | 7 | -5% | 0.0 | -0.2 | -26% | -3
COc1ccccc1OCC(=O)Nc1ccccc1C(=O)NCc1ccco1 | 4% | -4% | -33 | -2 | 4% | -0.3 | -0.4 | 6% | 1
Cc1ccccc1Oc1ccc2c(c1)[C@@H]1C[C@H]3[C@@H](C(=O)N1CC2)[C@H](C)ON3C | -1% | 0% | . | 1 | 0%[38.3 µM] | . | . | -9% | .
CCOC(=O)Cc1cc(C(=O)Nc2ccc(Br)cc2)sc1-c1ccc(C)cc1 | 26% | 12% | . | -3 | 0% | 4.7 | 1.9 | 0% | -4
O=C(CSc1nnc(Cc2ccccc2)o1)c1ccccc1 | 2% | -4% | . | -1 | 0% | . | -0.3 | -25% | 6
